# L3MBTL1 block: qHTS Assay for the Inhibitors of L3MBTL1 | 230,000 tested, 0.66% active | Lethal(3)malignant brain tumor-like protein 1 (Homo sapiens), Q9Y468 | AlphaScreen L3MBTL1–H3K9me1 peptide binding | Potency, µM (series often up to 57.1 µM), for inactives: at the highest dose activity, negative = inhibition, usual class: inhibitors; note: % is set by controls: 0 for no effect and ±100 for the full control effect; nearly all actives have a fitted effect of over 60% in size
#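 AlphaScreen proximity signal between nickel-chelate acceptor and streptavidin donor beads (final 10 ug/mL) reports binding of 50 nM L3MBTL1 to 75 nM biotin-H3 K9me1 peptide; complex incubated with compounds 30 min at room temperature; cefsulodin titration as control.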
# SMN2 splice enh: qHTS Assay for Enhancers of SMN2 Splice Variant Expression | HEK293 SMN2-luciferase splicing reporter, luminescence, 30-36 h | Potency, µM (highest dose often 46.1 µM), for inactives: top-dose activity change, positive = activation, most hits filed as activators | 210,000 tested, 2.8% active | AID 1458, 2008; note: % of control where 0% means no effect; nearly all actives have a fitted effect of over 55% in size
#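 HEK293 cells carry an SMN2 minigene-luciferase reporter in which exon 7 inclusion puts luciferase in frame. Cells were seeded at 2000 cells/well, attached for 10-12 hours, then exposed to compounds for 30-36 hours at 37C before ONE-Glo luminescence.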
# KDM4E inh: qHTS Assay for Inhibitors of Human Jumonji Domain Containing 2E (JMJD2E); 230,000 tested, 1.6% active; Lysine-specific demethylase 4E (Homo sapiens), B2RXH2; JMJD2E catalytic domain, FDH-coupled NADH fluorescence (FDH is formaldehyde dehydrogenase); Potency, µM (titrated, usually from 57.1 µM), without a hit: at the top dose activity change, negative = inhibition, hits mostly inhibitors; AID 2147, 2009; active = well fitted inhibition curve with a large enough effect, not every such curve was filed as active; inconclusive = small, poorly fitted or top-dose-only effect, or another doubt; inactive = no such curve, though single readings can be large or run the other way;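 note: 0% = wells with enzyme and -100% = buffer wells without enzyme; nearly all actives have a fitted effect of over 50% in size; many of its hits are not listed in these tables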
# Target sequence (B2RXH2 1-337 limits assumed): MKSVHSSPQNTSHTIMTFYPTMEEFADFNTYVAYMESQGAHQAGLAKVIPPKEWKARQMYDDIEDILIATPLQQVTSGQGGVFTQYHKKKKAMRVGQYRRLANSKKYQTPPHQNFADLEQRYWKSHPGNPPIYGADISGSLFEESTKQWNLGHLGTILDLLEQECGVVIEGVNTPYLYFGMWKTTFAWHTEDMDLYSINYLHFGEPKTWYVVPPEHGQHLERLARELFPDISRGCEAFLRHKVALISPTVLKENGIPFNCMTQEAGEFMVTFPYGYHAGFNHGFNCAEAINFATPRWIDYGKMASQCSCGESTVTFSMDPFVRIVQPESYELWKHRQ
# Tau fibril ThT: qHTS for Inhibitors of Tau Fibril Formation, Thioflavin T Binding; Potency, µM (titrated, usually from 57.4 µM), for inactives: at the top dose activity, negative = inhibition, most hits filed as inhibitors; recombinant tau K18 P301L, heparin-induced fibrillization, ThT fluorescence; AID 1460, 2008; Microtubule-associated protein tau (Homo sapiens), P10636; 270,000 tested, 2.1% active; note: % is set by controls: 0 for no effect and ±100 for the full control effect; nearly all actives have a fitted effect of over 55% in size
#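 Fibril formation assay: tau K18 P301L at 15 uM with trace Alexa 594 label, heparin inducer 20 uM, pH 7 sodium acetate buffer, 37 C for 6 hr; endpoint ThT signal.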
# Luc counter: Counterscreen for Luciferase (Kinase-Glo TM) Inhibition | Potency, µM (highest dose often 38.3 µM), inactives show at the top dose activity change, negative = inhibition, usual class: inhibitors | AID 1379, 2008 | 200,000 tested, 0.28% active | Luciferin 4-monooxygenase (Photuris pensylvanica), Q27757 | Kinase-Glo luciferase, ATP luminescence, 8 min; note: % is set by controls: 0 for no effect and ±100 for the full control effect; nearly all actives have a fitted effect of over 60% in size
#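 Recombinant Kinase-Glo luciferase, 10 uM ATP (linear range), luciferin; imidazole pH 7.2 / KCl / MgCl2 / Tween / BSA buffer; 8 min RT; luminescence.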
# ALDH1A1 block: qHTS Assay for Inhibitors of Aldehyde Dehydrogenase 1 (ALDH1A1); Aldehyde dehydrogenase 1A1 (Homo sapiens), P00352; Purified ALDH1A1, NADH fluorescence, propionaldehyde substrate; Potency, µM (series often up to 75.3 µM), for inactives: at the highest dose activity, negative = inhibition, actives largely listed as inhibitors; 220,000 tested, 7.3% active; AID 1030, 2008; active = well fitted inhibition curve with a large enough effect, not every such curve was filed as active; inconclusive = small, poorly fitted or top-dose-only effect, or another doubt; inactive = no such curve, though single readings can be large or run the other way;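 note: plate controls were no enzyme wells and a reference inhibitor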
# RECQ1 helicase: qHTS Assay for Inhibitors of RecQ-Like Dna Helicase 1 (RECQ1); ATP-dependent DNA helicase Q1 (Homo sapiens), P46063; RECQ1 DNA unwinding, red fluorescence kinetic read; Potency, µM (doses to about 57.3 µM), for the others: top-dose activity, negative = inhibition, most hits filed as inhibitors; 240,000 tested, 0.54% active; AID 2549, 2010;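 note: plate controls were vehicle for no effect and no enzyme for full effect; nearly all actives have a fitted effect of over 30% in size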
# Target sequence (P46063 whole entry, looked up): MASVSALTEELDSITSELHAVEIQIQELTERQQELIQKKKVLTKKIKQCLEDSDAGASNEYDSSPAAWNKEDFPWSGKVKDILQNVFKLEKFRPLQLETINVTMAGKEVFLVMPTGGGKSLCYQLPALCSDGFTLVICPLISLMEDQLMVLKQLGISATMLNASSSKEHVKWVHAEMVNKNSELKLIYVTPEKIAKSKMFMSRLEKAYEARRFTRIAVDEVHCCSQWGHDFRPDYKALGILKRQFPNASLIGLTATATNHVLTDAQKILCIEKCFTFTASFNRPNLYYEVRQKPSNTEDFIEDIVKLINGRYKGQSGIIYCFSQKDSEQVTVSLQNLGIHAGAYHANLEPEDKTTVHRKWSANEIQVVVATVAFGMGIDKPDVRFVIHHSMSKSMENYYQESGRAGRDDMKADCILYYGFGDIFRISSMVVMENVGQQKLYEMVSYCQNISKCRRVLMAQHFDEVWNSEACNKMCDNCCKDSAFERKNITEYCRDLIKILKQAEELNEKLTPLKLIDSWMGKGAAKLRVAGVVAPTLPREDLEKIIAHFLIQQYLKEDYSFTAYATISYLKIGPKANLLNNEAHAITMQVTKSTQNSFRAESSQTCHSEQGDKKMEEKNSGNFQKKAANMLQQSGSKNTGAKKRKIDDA
#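 RECQ1T1 50 nM; forked duplex (20 bp + 30-nt ss tails) 200 nM, ATP 2 mM final; pH 8.0, 2 mM MgCl2, 2.5 ug/ml poly(dI-dC); 15 min compound preincubation; discontinuous kinetic read over 2 h at RT.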
# Lamin A splicing: qHTS Assay for Modulators of Lamin A Splicing; HeLa LMNA splicing GFP/RFP minigene ratio, 48 h; Potency, µM (top dose mostly 46.1 µM), for inactives: top-dose ratio change, negative = inhibition, actives largely listed as inhibitors; 200,000 tested, 0.01% active; active = well fitted inhibition curve with a large enough effect in the signal ratio, with a control signal flat, not every such curve was filed as active; inconclusive = small, poorly fitted or top-dose-only effect, or effect the other way, or a change in a side signal; the % refers to the signal ratio; note: % is set by controls: 0 for no effect and ±100 for the full control effect
#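 S3 HeLa stable clones carrying a lamin A-EGFP splicing minigene plus DsRed2 were seeded at 600 cells/well in Opti-MEM with 2% FBS, pin-dosed and incubated 48 h at 37°C. Acumen cytometry (488 nm) gave the GFP/RFP total-intensity ratio.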
# * = called active by the depositor; i = inactive; ? = inconclusive; . = not tested or not shown; & = joins results of further samples; ! = not confirmed by another sample; [ ] = dose if it differs, or a comment. Unless noted, calls come from the whole dose curve; as a rule, active = well fitted curve in the direction sought with a large enough effect; inconclusive = small, poorly fitted or top-dose-only effect, or another doubt; inactive = no such curve, though single readings can be large; an effect the other way counts as inactive or inconclusive. Potency is the fitted concentration of half-maximal effect. A portion of the library; count on the stated rates, not on these rows.
structure	Lamin A splicing	SMN2 splice enh	Tau fibril ThT	Luc counter	L3MBTL1 block	ALDH1A1 block	RECQ1 helicase	KDM4E inh
COC(=O)N1[C@H]2CC[C@@]3(C)CC(=O)C[C@]1(C)C3c1ccccc12	.	-3.9%	-5.7%	0.7%	.	7.8%	-5.2%	-7.4%
COC(=O)CS(=O)(=O)c1cc([N+](=O)[O-])ccc1NC(=O)OC	.	5.7%	-5.1%	0.6%	.	3.5%	i	3.1%
COc1ccc(CNC(=O)C2COc3ccccc3O2)cc1 (stereo not given)	-9.6%	12.6µM*	-2.7%	3.6%	22.9%	-3.1%	-7.7%	7.0%
FC(F)(F)c1cc(CN2CC3(CCNCC3)C2)cc(C(F)(F)F)c1	.	-18.3%	.	-2.2%	.	-0.6%	i	.
COC(=O)CN(C)C1CC(=O)N(c2ccc(Cl)cc2)C1=O (stereo not given)	-1.3%	?	-3.5%	4.3%	10.4%	3.16µM*	-14.0%	-5.6%
COc1cc([N+](=O)[O-])ccc1NC(=O)Cn1ccsc1=N	.	.	-7.8%	.	0.3%	8.91µM*	-8.1%	-2.3%
CCn1c(COc2ccccc2C)nnc1SCC(=O)CC(=O)Nc1ccccc1OC	-8.7%	-1.6%	?	2.8%	.	-3.8%	-12.4%	-9.0%
O=C1/C(=C/c2ccc(O)cc2)CCc2ccc([N+](=O)[O-])cc21	-3.8%	7.7%	?	2.0%	-0.2%	-5.3%	-3.0%	-4.2%
COc1cccc(CC(NC(C)=O)C(=O)NC2CCN(S(=O)(=O)c3ccc(NC(C)=O)cc3)CC2)c1 (stereo not given)	-2.0%[46 µM]	.	-9.1%	1.2%	-2.7%	15.5%	-4.3%	0.4%
CC(=O)N1CCN(CCN=CC2=C(O)CC(c3ccco3)CC2=O)CC1 (stereo not given)	2.3%	1.2%	-14.9%	0.5%	-0.5%	4.7%	i	-2.1%
O=C(Cc1ccccc1)NCC(=O)N1CCCCCC1	-0.8%	-23.4%	-3.3%	0.8%	.	-4.9%	2.0%	-1.3%
CCCCCc1c(C)nc(Nc2ccccc2)[nH]c1=O	?	-42.8%[inhibitor]	-3.0%	0.4%	-10.7%	3.0%	i	4.1%
O=C1C2C3C=CC(C3)C2C(=O)N1CCN1CCN(S(=O)(=O)/C=C/c2ccccc2)CC1 (stereo not given)	.	-6.5%	-0.1%	-3.1%	11.8%	?	i	4.4%
COc1ccc(CCCC(=O)N/N=C/c2ccc(C)cc2)cc1	17.4%[46 µM]	9.6%	-12.7%	-0.1%	19.2%	?	-3.7%	0.7%
Cc1ccc2nc(SCC(=O)c3ccc4c(c3)OCO4)[nH]c2c1	23.9%	-7.1%	?	-1.4%	-0.2%	?	i	-7.7%
CSc1nccc(Oc2cccc(C#N)c2)n1	14.6%	-6.2%	5.1%	-1.2%	4.8%	-9.2%	-3.0%	3.7%
O=C(O)CC1Sc2nc3ccccc3n2C1=O (stereo not given)	-3.7%	-2.9%	-2.7%	-2.3%	.	-2.7%	-2.1%	-1.3%
O=C(CCc1nnc(-c2ccsc2)o1)N1CCCCC1CCn1ccnc1 (stereo not given)	6.8%[46 µM]	.	-6.9%	0.5%	2.4%	-1.6%	-8.5%	-1.7%
O=C(Nc1ccncc1)C1CCN(S(=O)(=O)c2cccs2)CC1	-24.9%[46 µM]	-14.4%	-5.9%	-0.1%	25.3%	2.2%	?	2.2%
CCCn1nnc(NC(=O)c2ccc3c(c2)OCO3)n1	.	.	-3.4%	.	9.6%	.	i	-3.2%
CCC(C)N(C(=O)CSc1nc(-c2ccccc2)cs1)C1CCS(=O)(=O)C1 (stereo not given)	14.0%	-25.3%	-7.2%	-1.0%	.	-4.2%	i	7.5%
CCOC(=O)N1CCC(Nc2c(NCCCN(C)Cc3ccccc3)c(=O)c2=O)CC1	4.4%	3.1%	-13.0%	-0.9%	.	3.6%	-11.5%	-4.0%
Cc1ccc(N(C(=O)c2ccncc2)C2C=CS(=O)(=O)C2)cc1 (stereo not given)	0.5%	-5.6%	0.8%	-0.3%	6.4%	7.1%	-5.5%	-3.4%
CCOc1ccc(S(=O)(=O)Nc2ccc(C(=O)N/N=C(\C)c3ccc(-n4ccnc4)cc3)cc2)cc1	11.6%	-8.9%	-8.8%	1.7%	.	15.8µM*	i	23.8%
Cc1cc(C)n(-c2ccc(C(=O)OC(C)C)cc2)n1	4.3%	-7.8%	-5.3%	0.4%	52.5%[activator]	?	-5.2%	-3.8%
O=C/C(=C\Nc1ccccn1)c1nc2cc(Cl)ccc2o1	-23.8%	?	-2.8%	3.6%	-19.1%	-0.2%	5.4%	3.1%
Cc1ccc(-c2nc3c(cnn3-c3ccccc3)c(=O)o2)cc1	-1.5%	-10.0%	-3.1%	-2.8%	.	-7.8%	-10.8%	7.5%
CNS(=O)(=O)c1ccc2ccccc2c1	.	.	-1.2%	.	46.5%[activator]	.	4.5%	1.7%
CCOc1ccccc1N1CCN(C(=S)NCc2ccccc2)CC1	-5.9%[9.22 µM]	-8.5%	-13.4%	5.1%	11.9%	?	-22.9%	-2.2%
CCC(=O)Nc1nc2ccccc2n1Cc1ccc(Cl)cc1	.	.	-4.7%	1.1%	5.3%	?	-5.9%	?
CCOC(=O)c1cc(-c2ccc(Cl)cc2)nc2onc(C)c12	-7.4%	-20.9%	-17.7%	-3.7%	.	?	i	?
O=C(Nc1ccccc1-c1nc2ccccc2s1)c1cccnc1	-17.2%	1.6%	2.4%	5.3%	-14.1%	5.2%	12.0%	8.9%
COC(=O)c1sccc1-n1cccc1C(=O)C(=O)N1CCOCC1	.	-23.5%	1.4%	-4.7%	-52.5%	3.2%	3.3%	-4.6%
Cc1c(NC(=O)CSc2ccccn2)c(=O)n(-c2ccccc2)n1C	-4.1%	17.7%	0.5%	0.9%	-6.7%	?	-25.3%	-3.5%
Cc1nnc(NC(=O)CSc2nccn2-c2cccc(C)c2C)s1	?	-14.2%	-3.8%	-0.8%	.	-5.3%	-0.1%	2.4%
Cc1cc(C(F)(F)F)n(-c2nc(C(=O)O)cs2)n1	.	-7.8%	-3.0%	1.0%	.	?	-6.3%	?
Cc1cccc2sc(NC(=O)CN3C(=O)c4ccccc4C3=O)nc12	-3.7%	10.4%	0.0%	0.0%	3.6%	10.1%	-0.1%	-1.7%
CCOC(=O)c1cnc2c(cnn2C)c1NCc1ccc(OC)cc1	.	12.1%	-9.1%	-4.4%	.	5.7%	-3.8%	-4.9%
O=c1c2ccccc2nc(SCc2cc([N+](=O)[O-])cc3c2OCOC3)n1-c1ccccc1	4.2%	-5.5%	-4.2%	-2.9%	-6.4%	7.0%	0.3%	-1.1%
COc1ccc(CCNC(=O)C2CCC(CNS(=O)(=O)c3ccc(F)cc3)CC2)cc1OC (stereo not given)	15.0%[46 µM]	-21.2%	-4.5%	-1.5%	21.7%	?	-2.5%	2.0%
O=C1N/C(=C/c2cccs2)C(=O)N1Cc1ccc(F)cc1	?	9.9%	4.6%	1.8%	7.4%	12.7%	i	-3.9%
CC(C)(C)c1cc(NCCCn2ccnc2)n2ncc(-c3ccccc3)c2n1	.	.	?	.	-9.4%	?	i	?
COCCNC(=O)[C@H](C)[C@H]1C[C@]1(C)[C@H](NC(=O)OCc1ccccc1)c1ccccc1	-5.5%	1.5%&-1.5%	0.0%&-7.2%	8.1%&0.4%	-1.6%	28.2µM*!	-1.3%	-8.1%&7.7%
Cc1ccccc1NC(=O)c1ccc(Cn2cc([N+](=O)[O-])cn2)o1	0.3%[46 µM]	.	-2.7%	-0.1%	18.9%	-8.6%	-9.2%	7.6%
CCCCOc1ccccc1NC(=O)Cn1c(-c2nonc2N)nc2ccccc21	?	-17.0%	8.6%	1.3%	-10.7%	2.5%	-6.5%	0.0%
Cc1ccc(NC(=O)C2CC(=O)NC(N3CCc4ccccc43)=N2)cc1 (stereo not given)	-3.1%	1.0%	?	0.7%	-8.8%	-3.1%	-6.4%	0.1%
CCOc1ccc(NC(=O)[C@@H](NC(=O)c2ccccc2)[C@@H](C)CC)cc1	10.4%	0.3%	-11.4%	-1.2%	.	4.1%	-1.5%	4.2%
Nc1nc2n(n1)C(=O)CC(c1ccc(Cl)cc1)N2 (stereo not given)	-0.7%[46 µM]	7.7%	0.6%	1.8%	6.4%	7.7%	i	-7.0%
COc1ccc(NC2=C(Cl)C(=O)N(CCc3ccccc3)C2=O)c(OC)c1	?	?	?	-0.7%	?	?	3.3%	-20.9%
CN(C)S(=O)(=O)c1cccc(NC(=O)COC(=O)CCc2nc3ccccc3s2)c1	11.5%	-0.1%	-5.6%	-5.1%	.	-14.6%	-2.4%	-9.9%
COc1ccc(C2C(=O)N(CCc3ccccc3)CC(=O)N2C2CCCCC2)cc1 (stereo not given)	4.9%	-3.7%	0.7%	-2.0%	.	?	i	-4.1%

# Screens from PubChem BioAssay.
